Tb PYK inh = T. brucei pyruvate kinase inhibition | Q57TT1 | TbPYK enzyme, Kinase-Glo Plus ATP luminescence, 45 min | Potency, µM (top dose mostly 76.8 µM), inactives show top-dose activity, negative = inhibition, hits mostly inhibitors | hit rate 0.12% among 410,000 | AID 624173; note: nearly all actives have a fitted effect of over 50% in size
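T. brucei PYK with substrate was exposed to pin-transferred compounds across a concentration series, then started with 130 uM ADP (final). After 45 min at room temperature, Kinase-Glo Plus luminescence was read, normalized and curve-fitted.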
LmPK inh = blocks Leishmania mexicana pyruvate kinase activity. purified LmPK, Kinase-Glo ATP luminescence, 1 h. Potency, µM (series often up to 57.5 µM), without a hit: at the highest dose activity change, negative = inhibition, actives largely listed as inhibitors. hit rate 0.37% among 290,000. AID 1721
Target sequence (Q27686 whole entry, looked up): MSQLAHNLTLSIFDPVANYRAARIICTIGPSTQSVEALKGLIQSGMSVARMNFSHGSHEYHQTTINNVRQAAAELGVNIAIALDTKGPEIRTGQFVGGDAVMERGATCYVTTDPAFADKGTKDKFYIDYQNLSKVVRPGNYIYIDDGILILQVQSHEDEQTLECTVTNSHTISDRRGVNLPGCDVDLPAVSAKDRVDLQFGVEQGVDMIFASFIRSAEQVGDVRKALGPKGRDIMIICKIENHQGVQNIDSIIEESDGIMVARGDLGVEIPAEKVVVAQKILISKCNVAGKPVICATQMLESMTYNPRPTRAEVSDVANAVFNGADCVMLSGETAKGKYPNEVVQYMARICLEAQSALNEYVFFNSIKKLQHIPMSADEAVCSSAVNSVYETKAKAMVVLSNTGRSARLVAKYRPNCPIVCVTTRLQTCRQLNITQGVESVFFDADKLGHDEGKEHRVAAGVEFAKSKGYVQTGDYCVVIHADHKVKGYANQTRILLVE
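ATP generated from ADP (0.1 mM) and PEP (0.5 mM) by 0.1 nM LmPK over 1 h at room temperature (pH 7.2 imidazole buffer) was detected by coupled luciferase luminescence. Values were normalized to uninhibited and no-enzyme wells.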
Pf growth 96h = P. falciparum growth inhibition at 96 hour, primary screen for plastid delayed-death inhibitors; P. falciparum luciferase reporter growth, 96 h; Potency, µM (highest dose often 28.7 µM), for inactives: at the highest dose activity change, negative = inhibition, usual class: inhibitors; hit rate 6.9% among 320,000; AID 504834
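Parasite growth measured via integrated firefly luciferase reporter in P. falciparum. Infected erythrocytes at 2% hematocrit, 0.05% parasitemia final were treated 96 hours at 37 C under 5% CO2, and luminescence was read.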
Pf growth 48h = P. falciparum growth inhibition at 48 hours (one generation); hit rate 5.9% among 310,000; P. falciparum luciferase growth in erythrocytes, 48 h; Potency, µM (top dose mostly 28.7 µM), inactives show at the top dose activity change, negative = inhibition, actives largely listed as inhibitors; AID 504832
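Compounds are pin-transferred into medium, infected erythrocytes (2% hematocrit, 0.1% parasitemia final) are added, and plates sit one parasite generation at 37 C in 5% CO2. Detection reagent is then added and luminescence measured.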
Sm TGR inh = blocks Schistosoma mansoni thioredoxin glutathione reductase; hit rate 3% among 360,000; Q962Y6; purified TGR, DTNB reduction, TNB absorbance 405 nm; AID 485364; Potency, µM (highest dose often 114 µM), for inactives: at the top dose activity change, negative = inhibition, actives largely listed as inhibitors; note: nearly all actives have a fitted effect of over 60% in size
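TGR 20 nM + NADPH 100 uM (dispensed conc.), cpd preinc 15 min RT; start with NADPH (500 uM addition) then DTNB (15 mM addition). Kinetic TNB absorbance, 405 nm filter. Four-parameter Hill fit across titration.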
HCV inhibitor = blocks hepatitis C virus. Huh7.5.1 HCVcc-Cre infection, luciferase reporter, 44 h. Potency, µM (series often up to 41.8 µM), inactives show top-dose activity change, negative = inhibition, hits mostly inhibitors. hit rate 3.4% among 340,000. AID 651820
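Reporter virus HCVcc-Cre (~0.5 moi) infects cells exposed to compound; seeding density 1,000 cells/well with 4 h settling beforehand. Luminescence, 15 sec read, taken 44 h post-infection following a 15 min RT substrate incubation.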
Numbers without * were called inactive; ? = inconclusive; nt = no result given; [ ] = remark or other dose. Calls come from the whole dose curve; as a rule, active = well fitted curve in the direction sought with a large enough effect; inconclusive = small, poorly fitted or top-dose-only effect, or another doubt; inactive = no such curve, though single readings can be large; an effect the other way counts as inactive or inconclusive. % is set by controls: 0 for no effect and ±100 for the full control effect; potency is the fitted concentration of half-maximal effect.

SMILES	Tb PYK inh	LmPK inh	Pf growth 96h	Pf growth 48h	Sm TGR inh	HCV inhibitor
O=C(N/N=C/c1ccccc1F)c1cccc(NC(=O)c2ccccc2Cl)c1	-4%	6%	16%	-29%	-4%	-5%
O=C(CN(C1CCCCC1)S(=O)(=O)c1ccc(Cl)cc1)N1CCOCC1	-6%	-2%	?	nt	-6%	10%
O=C(CNC(=O)c1ccccc1)N/N=C/c1cc(Br)ccc1O	-21%	5%	?	?	-8%	?
Cc1ccc(S(=O)(=O)N(C)C)cc1NC(=O)COC(=O)CCNS(=O)(=O)c1ccccc1	0%	nt	19%	?	5%	-5%
Cc1[nH]nc(Nc2ccc(O)cc2)c1[N+](=O)[O-]	4%	-2%	-5%	3%	8%	0%
COc1ccc(-c2cc(C(F)(F)F)nc(NCc3cccnc3)n2)cc1	3%	2%	13µM*	?	-5%	?
CCCCn1c(SCC(N)=O)nc2c(sc3ccccc32)c1=O	nt	-4%	-12%	nt	0%	?
CSc1ccc(Cn2nnc(C(=O)NCCc3ccc(Cl)cc3)c2N)cc1	1%	6%	-4%	4%	3%	-9%
CCn1c(C)nc2cc(C(=O)N/N=C/c3ccc(OC)c(O)c3)ccc21	-5%	-1%	?	38%[activator]	-7%	1%
O=C(CSc1nccc(=O)[nH]1)Nc1ccc(Br)c(Cl)c1	-6%	4%	nt	2%	5%	7%
Cc1ccc2nc(NC(=O)CCn3c(=O)sc4ccccc43)sc2c1	6%	-1%	18%	1%	-4%	-4%
O=C(CN1CCN(S(=O)(=O)c2ccc(F)cc2)CC1)Nc1cccc(C(F)(F)F)c1	-10%	-1%	60%[activator]	?	-2%	-22%
CC1CCN(C(=O)Cn2nnnc2CN2CCOCC2)CC1	3%	-1%	8%	6%	5%	1%
Cc1cccc(C)c1NC(=O)C(c1ccc([N+](=O)[O-])cc1)N1CCCCC1 (stereo not given)	0%	1%	?	?	2%	13%
Cc1csc2c(N3CCN(C(=S)Nc4ccc(C(F)(F)F)cc4)CC3)ncnc12	-4%	6%	32%[activator]	8%	6%	-20%
CC(C)COC(=O)/C(C#N)=C/c1c[nH]c2ccccc12	-11%	2%	18%	11%	7%	1%
COc1ccc(CNC(=O)C2CCN(C(=O)N(C)C)CC2)c(OC)c1	3%	0%	-15%	nt	0%	22%
O=C(C[n+]1ccc(C(=O)NCCCO)cc1)c1cccc(Br)c1	-2%	4%	-11%	0%	-5%	1%
O=C(Nc1ccccc1N1CCN(c2ccccc2)CC1)c1ccccc1	3%	0%	?	-5%	0%	?
O=c1c2ccccc2c2c(O)nc(-c3ccccc3)n2n1Cc1ccccc1	0%	4%	nt	?	-18%	-14%
CCSc1nc2ccc(N3C(=O)C4C5C=CC(C5)C4C3=O)cc2s1 (stereo not given)	-12%	3%	80%[activator]	52%[activator]	-1%	0%
Cc1ccc(NS(=O)(=O)c2ccc(NC(=O)c3cccs3)cc2)cc1	-6%	6%	?	8%	4%	17%
CCOc1ccccc1OCC(=O)Nc1nnc(COC)s1	-4%	0%	-3%	20%	-21%	10%
COc1ccccc1NC(=O)CN1CCN(CC(=O)Nc2cc(NC(C)=O)ccc2OC)CC1	-16%	0%	?	?	-16%	10%

Random excerpt: 3 entries already listed.
SMILES	Tb PYK inh	LmPK inh	Pf growth 96h	Pf growth 48h	Sm TGR inh	HCV inhibitor
O=c1c2ccccc2c2c(O)nc(-c3ccccc3)n2n1Cc1ccccc1	0%	4%	nt	?	-18%	-14%
O=C(Nc1ccccc1N1CCN(c2ccccc2)CC1)c1ccccc1	3%	0%	?	-5%	0%	?
CC1CCN(C(=O)Cn2nnnc2CN2CCOCC2)CC1	3%	-1%	8%	6%	5%	1%

(listing goes on)
SMILES	Tb PYK inh	LmPK inh	Pf growth 96h	Pf growth 48h	Sm TGR inh	HCV inhibitor
CC(C)[C@H](NC(=O)C1CCN(S(=O)(=O)c2ccccc2)CC1)C(=O)NCc1ccco1	-6%	0%	?	4%	35%	12%
COC(=O)C1=C(c2cccc(C#N)c2)C[C@@H]2CC[C@H]1N2C(=O)NCCCOC(C)C	1%	nt	?	11%	-18%	8%
Cc1cccc(OC(C)C(=O)N2CCCN(C)CC2)c1C (stereo not given)	6%	-5%	?	-15%	6%	-8%
COc1ccc2oc(=N)c(C(=O)Nc3ccc(Br)cc3)cc2c1	-16%	2%	257%[activator]	-4%	4%	9%
CCOC(=O)[C@H]1[C@H]2COc3ccc(OC)cc3[C@@H]2N2C(=O)c3ccccc3NC(=O)[C@@]12C	5%	nt	?	?	2%	?
Cc1ccc(Oc2ccc(Cl)cc2NC(=O)c2ccc(F)cc2F)cc1	-13%	0%	10µM*	5.2µM*	-7%	-21%
CCC(=O)N1CCCN(S(=O)(=O)c2ccc(C)cc2)C1c1ccc(OC)cc1 (stereo not given)	4%	-9%	30%[activator]	13µM*	30%	6%
Cc1cccc(-c2nsc(SCC(=O)Nc3ccc4c(c3)OCO4)n2)c1	-4%	2%	-65%	?	1%	-26%
Cc1nn(-c2ccccc2)c2sc(C(=O)N3CCCCC3)cc12	7%	0%	2%	46%[activator]	0%	?
Cc1ccccc1Nc1nc(N)nc(CSc2nncn2C)n1	2%	-1%	34%[activator]	?	0%	35%[activator]
Cc1ccc(-n2c(N)c(Br)c(=O)[nH]c2=O)cc1C	5%	-3%	?	-16%	5%	8%
COc1ccc(NC(=O)c2cccnc2N2CCCC2)cc1	4%	2%	nt	-3%	4%	?
CCN1C(=O)N(C)[C@@H](c2ccccc2)C(C(=O)OC)=C1C	-5%	-6%[11.5 µM]	-23%	?	5%	-9%
O=C(NC1CCCC1)C(c1cc2c(cc1[N+](=O)[O-])OCO2)N1CCCC1 (stereo not given)	-18%	4%	55%	64%[activator]	24%	5%
COc1ccc(N/C=C\C(=O)c2ccc(C)cc2)cc1OC	1%	-1%	?	38%[activator]	-1%	-22%
CCCCN(C(=O)CSc1n[nH]c(-c2ccc(C)cc2)n1)c1c(N)n(CCCC)c(=O)[nH]c1=O	-5%	nt	?	?	-4%	-17%
COc1ccc(S(=O)(=O)N2CCCCCC2)cc1N(C)S(=O)(=O)c1ccccc1	0%	9%	?	?	5%	?
COc1cc(OC)c(OC)cc1/C=N/NC(=O)c1cc(-c2cccn2C)n[nH]1	nt	-1%	?	?	?	10%
Cc1ccc(N(CC(=O)NCc2ccccc2)S(=O)(=O)c2c(C)noc2C)cc1	-1%	-1%	?	0%	-2%	13%
Cc1cccnc1NC(=O)C1CCN(S(=O)(=O)c2c(C)noc2/C=C/c2ccco2)CC1	-16%	1%	?	?	-4%	-1%
Cc1c(NS(=O)(=O)c2cc(Br)cc3c2N(C(=O)C2CC2)CC3)c(=O)n(-c2ccccc2)n1C	-18%	5%	16%	16%	2%	13%
Cc1cc(-c2nc3ccccc3c(=O)o2)ccc1[N+](=O)[O-]	0%	-13%	-24%	9%	-4%	15%
CC1(C)CC(=O)c2c(n(-c3cccc4ccccc34)ccc2=O)C1	1%	-3%	?	nt	0%	-14%
Cc1cc(C(=O)COC(=O)c2ccc(Br)o2)c(C)n1Cc1ccco1	nt	2%	48%[activator]	72%[activator]	-34%	nt
CN1CCN(c2nc3ccccc3nc2C(C#N)C(=O)OC2CCCCC2)CC1 (stereo not given)	0%	1%	?	?	-2%	-26%
Cc1nn(CC(=O)c2ccccc2Cl)c(C)c1[N+](=O)[O-]	2%	?	151%[activator]	129%[activator]	-11%	13%
CN1C(=O)C(CC(=O)Nc2ccc(F)cc2)N(Cc2ccco2)C1=S (stereo not given)	-4%	-1%	?	?	nt	15%
CCOc1ccc(N(CC(=O)Nc2cc(Cl)ccc2C)S(C)(=O)=O)cc1	-3%	4%	?	?	-10%	-18%
CN(C)C(=S)Nc1nc2ccccc2s1	?	-2%	-34%[1.15 µM]	-25%	34%	14µM*
CCc1ccc[n+](-c2[nH]c(=O)sc2/C=N/N=C(\[O-])CCn2c3ccccc3c3ccccc32)c1	-8%	3%	24%	-7%	-2%	-14%
CC1CCc2c(sc(NC(=O)c3ccccc3C(=O)O)c2C#N)C1 (stereo not given)	1%	1%	-21%	0%	0%	-14%
COCCN(CC(=O)Nc1ccccc1)S(=O)(=O)c1ccc(S(=O)(=O)N2CCCC2)cc1	-2%	7%	49%[activator]	?	6%	-9%
CCOc1ccc(NC(=O)Cc2ccc(NC3=NC4CS(=O)(=O)CC4S3)cc2)cc1 (stereo not given)	-2%	-1%	?	27%	10%	13%
CC(C)(C)n1nnnc1C(c1cccc(C#N)c1)N1CCN2CCCC2C1 (stereo not given)	6%	2%	?	-17%	-19%	0%
C1CCC(n2nnnc2CN2CCN(C3CCCC3)CC2)CC1	1%	-2%	-23%	-2%	0%	?
Cc1cc(C(F)F)n2nc(C(=O)Nc3ccc(S(=O)(=O)N4CCCC4)cc3)nc2n1	-7%	2%	0%	-23%	-7%	17%

The final six entries of the part before lead into the next.
SMILES	Tb PYK inh	LmPK inh	Pf growth 96h	Pf growth 48h	Sm TGR inh	HCV inhibitor
CC1CCc2c(sc(NC(=O)c3ccccc3C(=O)O)c2C#N)C1 (stereo not given)	1%	1%	-21%	0%	0%	-14%
COCCN(CC(=O)Nc1ccccc1)S(=O)(=O)c1ccc(S(=O)(=O)N2CCCC2)cc1	-2%	7%	49%[activator]	?	6%	-9%
CCOc1ccc(NC(=O)Cc2ccc(NC3=NC4CS(=O)(=O)CC4S3)cc2)cc1 (stereo not given)	-2%	-1%	?	27%	10%	13%
CC(C)(C)n1nnnc1C(c1cccc(C#N)c1)N1CCN2CCCC2C1 (stereo not given)	6%	2%	?	-17%	-19%	0%
C1CCC(n2nnnc2CN2CCN(C3CCCC3)CC2)CC1	1%	-2%	-23%	-2%	0%	?
Cc1cc(C(F)F)n2nc(C(=O)Nc3ccc(S(=O)(=O)N4CCCC4)cc3)nc2n1	-7%	2%	0%	-23%	-7%	17%
COc1cc2cc(CCOC(=O)c3ccc(F)cc3)oc(=O)c2cc1OC	2%	nt	?	3%	-17%	?
COc1cccc(C(=O)N2CCN(Cc3ccco3)CC2)c1OC	3%	1%	-6%	-2%	9%	12%
COC(=O)c1ccccc1NC(=O)N1CCN(c2ccccc2)CC1	5%	4%	4%[5.75 µM]	5%	nt	-10%
CC(=O)Nc1nonc1-c1nc2ccccc2n1Cc1ccccc1	-1%	1%	nt	12µM*	-5%	?
Cc1cc(C(=O)CCl)c(C)n1CCc1ccc(F)cc1	-11%	2%	?	?	2.5µM*	?
CC(C)c1ccc(NC(=O)N2CCN(S(=O)(=O)c3ccccc3)CC2)cc1	0%	1%	-6%[5.75 µM]	?	nt	?
COCC(=O)N(Cc1cc2ccccc2[nH]c1=O)c1ccccc1OC	2%	4%	nt	2%	19%	8%
COc1ccc(C(=O)CSc2cc(C)nc(SCC(=O)c3ccc(C)cc3)n2)cc1	-8%	10%	5%	25%	1%	?
Cn1c(=O)c2ncn(CC(=O)NCCOc3ccc(C(C)(C)C)cc3)c2n(C)c1=O	-15%	-2%	10%	0%	-4%	0%
CCOC(=O)C1=C(C)N=c2s/c(=C/c3cccc([N+](=O)[O-])c3O)c(=O)n2C1c1ccc(OC)cc1OC (stereo not given)	?	-12%	4.7µM*	?	56µM*	-24%
O=C(Cn1nc(-c2ccc(Cl)cc2)ccc1=O)NCCCN1CCN(Cc2ccccc2)CC1	-7%	0%	?	0%	-25%	?
CC(C)N(Cc1nccn1C)C(=O)c1cc(COc2cccc(C(F)(F)F)c2)on1	-9%	7%	-14%	10%	2%	?
CCc1ccc(CCC(=O)Nc2sc(C)c(C)c2C(=O)OC)o1	-3%	-4%	nt	5%	-36%	-14%
CCc1ccc(-c2nc(C)c(CCO)c(=O)[nH]2)cc1	2%	-1%	?	28%	1%	19%
OCCN1CCN(CC#CCC(c2ccccc2)c2ccccc2)CC1	2%	3%	?	?	-8%	-28%
